Screens from PubChem.
Rpn11 block – inhibitors of human proteasome Rpn11 | O00487 | human 26S proteasome, Ub4-pepOG fluorescence polarization; 20S core pre-blocked with epoxomicin | calls only at 20 µM | actives 0.59% (n = 360,000) | AID 588493;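 active = inhibition at 20 µM, scaled to each plate's controls, above about 33%, limit read from the data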
MLLE-PAM2 inh – blocks PAM2 peptide binding to the PABP1 MLLE domain; P11940; GST-MLLE / FITC-PAM2 fluorescence polarization; inhibition, % at 20 µM; actives 0.36% (n = 360,000); AID 588489; in the data active = inhibition above about 35%, passing the limit was not always enough;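 note: plate controls were DMSO wells with GST-MLLE for no effect and wells lacking GST-MLLE protein for full effect; some results filed as inactive read as strong as hits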
Target sequence (P11940 whole entry, looked up, the tested form may be a part): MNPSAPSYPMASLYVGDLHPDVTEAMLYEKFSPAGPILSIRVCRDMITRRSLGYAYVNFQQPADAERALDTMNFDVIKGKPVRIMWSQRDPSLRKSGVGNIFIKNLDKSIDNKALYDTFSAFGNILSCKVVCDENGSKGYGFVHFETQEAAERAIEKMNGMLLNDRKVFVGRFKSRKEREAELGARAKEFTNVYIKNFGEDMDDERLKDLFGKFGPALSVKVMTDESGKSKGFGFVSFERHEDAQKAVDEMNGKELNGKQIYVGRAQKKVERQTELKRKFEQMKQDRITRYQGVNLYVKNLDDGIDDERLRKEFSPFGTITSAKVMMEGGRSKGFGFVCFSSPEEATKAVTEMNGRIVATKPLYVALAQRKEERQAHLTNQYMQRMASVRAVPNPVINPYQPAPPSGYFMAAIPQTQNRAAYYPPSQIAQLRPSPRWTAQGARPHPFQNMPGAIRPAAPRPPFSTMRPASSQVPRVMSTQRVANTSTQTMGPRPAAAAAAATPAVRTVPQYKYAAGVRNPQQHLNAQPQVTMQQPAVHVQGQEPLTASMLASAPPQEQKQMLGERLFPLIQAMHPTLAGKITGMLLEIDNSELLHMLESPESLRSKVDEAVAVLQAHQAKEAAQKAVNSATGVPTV
CSN deneddyl inh – blocks human CSN-mediated cullin deneddylation; actives 0.38% (n = 360,000); Purified CSN, SCF-Nedd8-OG deneddylation, fluorescence polarization; Q92905; AID 651999; inhibition, % at 12.5 µM;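 active = pattern-corrected inhibition above about 35%, with an unprinted fluorescence ratio check between 0.5 and 1.5, limit read from the data, passing the limit was not always enough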;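 note: 0% = enzyme with substrate and 100% = substrate without enzyme; some results filed as inactive read as strong as hits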
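Assay system: Purified human Csn5 enzyme expressed in HEK293T cells | Amount: Enzyme 0.24 nM | Measured by: Fluorescence polarization readout | Medium: Tris/NaCl/DTT buffer, pH 7.5 | Compound dosing: One concentration, 12.5 µM, 0.25% DMSO | Times: 90 min incubation of compound, enzyme and substrate at room temperature | Control set: no-enzyme wells high, enzyme-with-substrate wells low | Read-out: % inhibition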
Tb MetRS inh – blocks T. brucei methionyl-tRNA synthetase activity. purified T. brucei MetRS, ATP depletion, Kinase-Glo luminescence. inhibition, % at 11.9 µM. actives 0.4% (n = 360,000). AID 624268;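 active = inhibition above a per-plate cutoff of the control wells' mean inhibition plus 3 SD, cut at about 5.5% in these data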;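 note: 0% = DMSO wells median and 100% = median of wells with control inhibitor compound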
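Dosing: 11.9 µM single point; system: parasite MetRS enzyme; technique: luminescence of leftover ATP; times: 15 min enzyme-compound preincubation, 2 h reaction, 10 min detection, 25 °C; replicates: each compound tested once; read-out basis: percent inhibition relative to median high and low control wells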
Scp1 inh – inhibitors of human Scp-1 phosphatase; Q9GZU7; inhibition, % at 20 µM; Recombinant Scp1, phosphopeptide, malachite green phosphate absorbance; actives 0.88% (n = 340,000); AID 493091;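 active = inhibition above about 50% at 20 µM, limit read from the data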;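 note: plate controls were DMSO wells with enzyme for no effect and wells lacking enzyme for full effect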
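System: SCP-1 catalytic domain; Reagent: Phospho 17-mer peptide substrate; Doses: one concentration, 20 µM, with 1.0% DMSO; Incubation: 45 min room-temperature reaction, 5 min colour, 30 min stabiliser; Signal: Phosphate-binding colour reagent, absorbance read at 630 nm.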
NadD inh – inhibitors of Staphylococcus aureus NadD | purified NadD enzyme, colorimetric absorbance read-out | inhibition, % at 20 µM | actives 0.78% (n = 360,000) | AID 602399; in the data active = inhibition above about 26%; note: some compounds past the cut are filed as inactive
LMPTP inh – blocks human LMPTP phosphatase; recombinant LMPTP-A, OMFP fluorogenic substrate, fluorescence intensity; inhibition, % at 20 µM; actives 0.22% (n = 360,000); AID 651560; P24666;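 active = compounds that cut the enzyme signal by at least half of the control window in the single-dose screen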;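 note: plate controls were DMSO wells with enzyme plus substrate for no effect and substrate without enzyme for full effect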
Target sequence (P24666 whole entry, looked up): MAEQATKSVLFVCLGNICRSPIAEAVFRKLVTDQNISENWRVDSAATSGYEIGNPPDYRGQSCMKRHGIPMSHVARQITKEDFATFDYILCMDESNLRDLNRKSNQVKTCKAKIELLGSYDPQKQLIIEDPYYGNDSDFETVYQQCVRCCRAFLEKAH
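Buffer or medium: Bis-Tris pH 6.0, DTT, detergent; Assay system: LMPTP-A enzyme; Quantity: 0.625 nM enzyme; Detection: endpoint fluorescence intensity; Times: 50 min dark incubation at room temperature; Controls: substrate-only low control, DMSO enzyme-plus-substrate high control; Doses: single 20 µM dose; Read-out: percent inhibition versus substrate-only and uninhibited controls; Reagent: 400 µM OMFP.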
STEP block – STEP (human) phosphatase inhibition. actives 0.25% (n = 360,000). recombinant STEP, OMFP fluorogenic substrate, fluorescence. P54829. AID 588621. inhibition, % at 20 µM;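 active = inhibition at 20 µM, scaled per plate between control wells, above about 37%, limit read from the data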;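 note: 0% = DMSO with enzyme and substrate and 100% = substrate only without enzyme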
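Material: STEP (striatal-enriched tyrosine phosphatase) enzyme, cell-free | Medium: 50 mM Bis-Tris pH 6.0 with 2.5 mM DTT and 0.005% Tween 20 | Read-out: Percent inhibition scaled to no-enzyme and uninhibited-enzyme controls, plate-pattern corrected | Signal: Fluorescence read at 480 nm ex / 540 nm em | Times: 20 min reaction, room temperature, in the dark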
SUMO1-SIM PPI – modulators of human SUMO1-mediated protein-protein interactions | P63165 | SUMO1 binding to a labelled peptide, TR-FRET, 1 h | inhibition, % at 20 µM | actives 0.33% (n = 360,000) | AID 602429; in the data active = inhibition above about 37%
DNMT1 block – inhibitors of human DNMT1; P26358; DNMT1 molecular beacon, Hinp1I cleavage, fluorescence; inhibition (reported as % activation of signal), % at 10 µM; actives 0.83% (n = 360,000); AID 588458; in the data active = inhibition above about 50%
* hit, by the source's call; i = inactive; nt = not tested or not shown.

The first 5 compounds as a preview:
SMILES	Rpn11 block	MLLE-PAM2 inh	CSN deneddyl inh	Tb MetRS inh	Scp1 inh	NadD inh	LMPTP inh	STEP block	SUMO1-SIM PPI	DNMT1 block
CCCCC(CCC(=O)Nc1cc([N+](=O)[O-])ccc1O)C(=O)O (stereo not drawn)	i	9	-6	0.2	-10	-4	-0.7	-1	0	-6
COc1ccccc1NC(=O)N(Cc1ccco1)Cc1cc2cccc(C)c2[nH]c1=O	i	-12	-4	0.6	3	0	-0.2	0	0	-1
Nc1nnc(SCCOc2ccc(Br)cc2)s1	i	-33	-1	0.9	11	-2	-0.4	1	0	-1
COC(=O)N(C)C[C@@H]1OCc2cnnn2CCCC(=O)N([C@@H](C)CO)C[C@@H]1C	i	4	-5	1.1	nt	2	-0.4	-2	-5	3
O=C(Nc1nc2cc3c(cc2s1)OCO3)c1ccco1	i	10	-5	-0.3	-2	-8	0.5	-4	3	-1

This part in full, previewed entries included:
SMILES	Rpn11 block	MLLE-PAM2 inh	CSN deneddyl inh	Tb MetRS inh	Scp1 inh	NadD inh	LMPTP inh	STEP block	SUMO1-SIM PPI	DNMT1 block
CCCCC(CCC(=O)Nc1cc([N+](=O)[O-])ccc1O)C(=O)O (stereo not drawn)	i	9	-6	0.2	-10	-4	-0.7	-1	0	-6
COc1ccccc1NC(=O)N(Cc1ccco1)Cc1cc2cccc(C)c2[nH]c1=O	i	-12	-4	0.6	3	0	-0.2	0	0	-1
Nc1nnc(SCCOc2ccc(Br)cc2)s1	i	-33	-1	0.9	11	-2	-0.4	1	0	-1
COC(=O)N(C)C[C@@H]1OCc2cnnn2CCCC(=O)N([C@@H](C)CO)C[C@@H]1C	i	4	-5	1.1	nt	2	-0.4	-2	-5	3
O=C(Nc1nc2cc3c(cc2s1)OCO3)c1ccco1	i	10	-5	-0.3	-2	-8	0.5	-4	3	-1
Cc1cccc(NC(=O)c2ccc(S(=O)(=O)NCc3cccnc3)cc2)c1C	i	9	1	0.6	-15	1	1.2	-1	5	3
Cc1cc(SCC(=O)N/N=C/c2ccc(O)cc2O)nc2ccccc12	i	-13	-4	0.4	-6	7	2.5	0	-5	-12
CC1(Oc2ccc(Cl)cc2)CCN(Cc2ccc(OC(F)(F)F)cc2)C1 (stereo not drawn)	i	2	2	-0.3	nt	-6	-0.2	-1	4	6
c1ccc(-n2ncc3c(NCc4ccccn4)ncnc32)cc1	i	9	1	0.1	-9	-4	0.1	0	0	0
CCOc1ccc(-c2nnc(-c3ccccc3)n2-c2ccccc2)cc1	i	3	9	-0.7	0	5	2.3	1	1	1
CCN(CC)c1ccc(-c2c(C#N)c(N)nc(OC)c2C#N)cc1	i	-8	1	-1.4	-5	-4	1.3	2	-182	0
CC(OC(=O)c1ccccc1)C(=O)NCCC1=CCCCC1 (stereo not drawn)	i	4	-4	-1.0	0	-4	-2.4	4	0	-4
CCc1noc(C)c1C(=O)OCC(=O)Nc1cccc(C)c1	i	13	5	-0.2	-6	-1	-0.5	-3	2	77*
CN(CCNC(=O)CN1C(=O)CSc2ccc(S(=O)(=O)N3CCCC3)cc21)Cc1ccccc1	i	-15	-11	-0.2	-1	-14	-0.7	-3	-2	1
Cc1ccc(C)c(NC(CC(=O)c2ccccc2)C(=O)OCC(=O)c2cccs2)c1 (stereo not drawn)	i	7	2	-1.3	-12	-7	3.1	2	4	-1
C/C=C(/C)C(=O)O[C@@H]1[C@H](OC(C)=O)c2c(ccc3ccc(=O)oc23)OC1(C)C	i	2	3	-0.4	-6	-1	0.5	-1	5	7
CN(C)C1=NCCN1CC1CCCCCC1	i	-4	-5	-0.3	2	1	-3.6	-1	5	7
Cc1cc(C)c(OCC(=O)Nc2ccccc2N2CCOCC2)c(C)c1	i	11	3	-1.0	0	-2	1.9	-1	-1	4
COc1ccc(/C=C/C(=O)NC(=S)NNC(=O)c2cc(OC)c(OC)c(OC)c2)cc1	i	-31	3	0.2	-14	5	-0.2	2	-1	-2
O=C(CSc1nnc(CNc2ccc(Cl)cc2)o1)Nc1nc2c(s1)CCCC2	i	-2	2	-0.1	-3	7	2.7	0	1	-8
CCOC(=O)c1csc(NNC=O)n1	i	7	-2	0.3	-12	-3	0.6	-3	6	1
O=c1[nH]cnc2sc3c(c12)CCCCC3	i	-9	-5	-0.8	2	-4	3.0	4	3	5
COC(=O)CC1C(=O)NCCN1C(=S)NC(=O)C(c1ccccc1)c1ccccc1 (stereo not drawn)	i	-71	1	-0.2	-5	1	-0.6	1	-2	5
CCN1CCc2nc(NC(=O)c3ccccc3)sc2C1	nt	-67	18	-1.0	0	9	3.3	-2	1	-18
CCOc1ccc(C(CC(=O)O)NC(=O)c2ccco2)cc1OC (stereo not drawn)	i	10	0	-0.3	-15	0	-1.6	1	4	1
O=C(CCCC(=O)N1CCCc2ccccc21)N1CCCc2ccccc21	i	7	-3	-0.6	-2	1	0.5	2	5	1
CC1=C(C(=O)OCc2ccccc2)C(c2ccccc2Br)NC(=O)N1 (stereo not drawn)	i	-9	4	0.1	-17	-6	2.8	-2	9	1
Cc1cc(Cl)ccc1OCCCC(=O)N1CCCCC1	i	-13	8	1.9	-4	-5	0.9	0	-2	-3
COc1nccc(C(F)(F)F)c1C(=O)NC(=O)Nc1c(C)cccc1C	i	-11	-7	-0.6	0	0	-0.9	-4	1	2
O=C1CCCC/C1=C/Nc1ccc(S(=O)(=O)Nc2ncccn2)cc1	i	-15	-8	0.0	-7	2	0.5	6	1	0
CCN(C(=O)CSc1nnc(-c2ccco2)n1Cc1ccccc1)C1CCS(=O)(=O)C1 (stereo not drawn)	i	-32	2	-0.2	-3	-4	-1.2	-6	-4	3
CCOc1cc(C2c3c(oc4cc(C)c(Cl)cc4c3=O)C(=O)N2Cc2ccco2)ccc1O (stereo not drawn)	i	-9	-1	0.4	-5	5	-0.9	2	4	34
Cn1c(=O)c2cnc(-c3ccc(C(F)(F)F)cc3)nc2n(C)c1=O	i	14	-2	0.5	-8	1	-0.7	0	2	3
O=C(Nc1ccc(NC(=O)c2ccco2)nc1)c1cccnc1	i	10	-1	-1.3	-9	-7	0.6	0	-2	0
O=C(/C=C/c1ccc2c(c1)OCCO2)N1CCN(c2ccc(F)cc2)CC1	i	-2	-3	-1.4	-3	-6	1.4	0	-4	0
CC(C)N1C(=O)CCC1C(=O)N1CCN(c2ccc(F)cc2)CC1 (stereo not drawn)	i	-10	1	-0.5	-11	-4	-0.4	2	1	0
Cc1ccc(NC(=O)CN(C)C(=O)c2ccc(S(=O)(=O)N(C)c3ccccc3)cc2)cc1	i	-108	-1	-0.5	54*	-15	0.4	-3	-3	-1
CCCC(=O)Nc1nc2ccc(OC)cc2s1	i	-4	6	-0.6	-9	3	-0.7	2	2	2
CC(C)Cc1ccc(CN2C(C)C(=O)N(Cc3cn(Cc4ccco4)nn3)CCS2(=O)=O)cc1 (stereo not drawn)	nt	-59	11	0.1	nt	12	2.5	0	9	0
Cc1ccc(C(=O)OCN2C(=O)c3ccccc3C2=O)o1	i	2	3	-0.2	-5	4	0.7	0	-12	5
CCCCNS(=O)(=O)c1ccc(NC(=O)C2CCCO2)cc1 (stereo not drawn)	i	4	-3	-0.9	-2	-5	-0.9	2	2	-4
Cc1ccc(S(=O)(=O)N(C)C)cc1NC(=O)COC(=O)C1CCN(S(=O)(=O)c2cccs2)CC1	i	-2	-3	0.0	-9	-6	0.0	-1	3	0
